PNC inhibitor: High Content Assay for Compounds that inhibit the Assembly of the Perinucleolar Compartment. PC3M PTB-GFP, PNC prevalence imaging, 16 h; hits give low values. activity change (PNC), negative = inhibition, % at 10 µM. 3.1% of 140,000 active. AID 2417, 2010;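 active means readout at or below -70, meaning at least 70% loss of cells showing the perinucleolar compartment, a nuclear body marking cancer cells; inconclusive means readout between -30 and a set limit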;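 further: plate controls were DMSO wells for no effect and camptothecin positive control wells for full effect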
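PC3M cells stably expressing PTB-GFP, 750–1000 cells/well, treated 16 h at 37 °C with compound (23 nl of library stock), in duplicate. After paraformaldehyde fixation and Hoechst stain, imaged at 20x; PNC prevalence scored by image analysis.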
IMPase inh: qHTS Assay for Identifying the Cell-Membrane Permeable IMPase Inhibitors; Inositol monophosphatase 1 (Rattus norvegicus), P97697; CHO-M1 cells, IP1 accumulation, HTRF TR-FRET ratio; inhibition (IP1 accumulation), % at 46.1 µM; 120,000 tested, under 10 active; active means well fitted curve in the direction sought with a large enough effect in the signal ratio, not every such curve was filed as active; inconclusive means small, poorly fitted or top-dose-only effect, or a change in a side signal; inactive means no such curve, though single readings can be large or run the other way; the % refers to the signal ratio;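 further: cells stimulated with carbachol in lithium chloride buffer; plate controls were DMSO basal wells for no effect and reference inhibitor wells for full effect; higher means more IMPase inhibition seen as more IP1 and lower FRET ratio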
Target sequence (P97697 whole entry, looked up): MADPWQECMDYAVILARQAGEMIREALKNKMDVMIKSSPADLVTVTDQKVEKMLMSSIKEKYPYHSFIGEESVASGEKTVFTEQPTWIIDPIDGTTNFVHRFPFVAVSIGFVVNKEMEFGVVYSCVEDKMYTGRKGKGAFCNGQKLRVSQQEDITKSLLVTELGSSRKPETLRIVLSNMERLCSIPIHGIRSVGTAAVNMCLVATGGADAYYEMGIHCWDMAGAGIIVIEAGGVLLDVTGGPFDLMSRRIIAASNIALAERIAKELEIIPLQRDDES
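Measured: the HTRF emission ratio (665/620 nm) plus the 620 nm donor channel, each fitted to the Hill equation to give AC50. Cells were CHO-M1 given compounds up to 46 uM and a 30 min carbachol stimulation at 37C.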
ALOX12 inhib: qHTS Assay for Inhibitors of 12-hLO (12-human lipoxygenase) | 0.12% of 150,000 active | Polyunsaturated fatty acid lipoxygenase ALOX12 (Homo sapiens), P18054 | Potency, µM (series often up to 57.1 µM), for inactives: at the highest dose activity change, negative = inhibition, most hits filed as inhibitors | purified 12-hLO, xylenol orange hydroperoxide absorbance; further: potency means the concentration at half of the fitted maximal effect; nearly all actives have a fitted effect of over 55% in size; many of its hits are not listed in these tables
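Xylenol orange chromogenic assay: hydroperoxide from 12hLO oxidises Fe(II), giving red-shifted Fe(III)-XO absorbance. Conditions: 150 nM enzyme, 40 uM arachidonic acid, 25 mM Hepes pH 7.0, 0.01% Triton X-100, 30 min, room temperature.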
15-hLO-2 inh: qHTS Assay for Inhibitors of 15-hLO-2 (15-human lipoxygenase 2); purified 15hLO-2, xylenol orange hydroperoxide absorbance; AID 881, 2007; 0.56% of 110,000 active; Potency, µM (series often up to 57.1 µM), without a hit: at the top dose activity change, negative = inhibition, actives largely listed as inhibitors; further: potency means the concentration at half of the fitted maximal effect; nearly all actives have a fitted effect of over 60% in size; many of its hits are not listed in these tables
Target sequence (O15296 whole entry, looked up): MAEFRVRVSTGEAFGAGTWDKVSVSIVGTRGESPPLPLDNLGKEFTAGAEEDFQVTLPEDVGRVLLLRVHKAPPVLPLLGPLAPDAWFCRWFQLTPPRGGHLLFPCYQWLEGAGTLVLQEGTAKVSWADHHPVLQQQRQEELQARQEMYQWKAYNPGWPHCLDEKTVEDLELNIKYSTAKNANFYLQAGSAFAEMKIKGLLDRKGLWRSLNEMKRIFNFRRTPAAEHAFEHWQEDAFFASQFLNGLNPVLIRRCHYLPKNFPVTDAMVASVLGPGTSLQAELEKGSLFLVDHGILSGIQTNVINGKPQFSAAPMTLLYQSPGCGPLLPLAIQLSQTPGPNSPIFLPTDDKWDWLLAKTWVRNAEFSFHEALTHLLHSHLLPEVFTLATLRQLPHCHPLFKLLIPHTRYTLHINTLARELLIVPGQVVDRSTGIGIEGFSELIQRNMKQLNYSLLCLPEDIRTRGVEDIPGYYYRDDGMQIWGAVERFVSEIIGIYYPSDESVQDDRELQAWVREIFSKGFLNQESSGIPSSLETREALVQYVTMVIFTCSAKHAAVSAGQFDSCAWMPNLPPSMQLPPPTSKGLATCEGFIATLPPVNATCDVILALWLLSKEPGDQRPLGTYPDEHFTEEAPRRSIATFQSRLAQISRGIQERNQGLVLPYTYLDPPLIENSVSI
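Purified human 15hLO-2 (50 nM) preincubated 15 min with compound, then 45 uM arachidonic acid for 90 min at RT in 25 mM Hepes pH 7.5, 0.01% Triton X-100. Hydroperoxide detected by Fe-xylenol orange; 573/405 nm absorbance ratio.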
Starred values were filed as active, the others as inactive; [ ] = remark or other dose. Unless noted, the call rests on the fitted dose curve; in most records, active means well fitted curve in the direction sought with a large enough effect; inconclusive means small, poorly fitted or top-dose-only effect, or another doubt; inactive means no such curve, though single readings can be large; an effect the other way counts as inactive or inconclusive. Unless noted, on the % scale 0 is the no-effect control and ±100 the full control effect. An excerpt; the hit share may differ from the screen's.

For O=S(=O)(c1cc(-c2nc3ccccc3s2)ccc1Cl)N1CCOCC1 the results were PNC inhibitor -1, IMPase inh 4, ALOX12 inhib 9% and 15-hLO-2 inh 7%.
For CCc1nnc(NC(=O)c2oc3cc(C)c(C)cc3c2C)s1 the results were PNC inhibitor 57 and ALOX12 inhib 1%.
O=C1c2ccccc2C(=O)N1CCN1CCc2ccccc21 was read as PNC inhibitor 32, IMPase inh inconclusive, ALOX12 inhib -4% and 15-hLO-2 inh -24%.
Screening COC(=O)c1ccc(Sc2ccccn2)c([N+](=O)[O-])c1 returned PNC inhibitor inconclusive and ALOX12 inhib -1%.
Screening CC(C)CN1C(=O)C(NC(=O)C2CC2)(C(F)(F)F)C2=C1CC(C)(C)CC2=O (stereo not given) returned PNC inhibitor -3 and ALOX12 inhib 7%.
`CCOC(C)=O` gave ALOX12 inhib 1% and 15-hLO-2 inh 12%.
Screening CCOC(=O)Cn1c(=O)n(Cc2ccco2)c(=O)c2ccc(C(=O)NC3CCCC3)cc21 returned PNC inhibitor -15, IMPase inh 3, ALOX12 inhib -2% and 15-hLO-2 inh -1%.
For COc1ccc(C2C(C(C)=O)=C(C)N=c3s/c(=C/c4ccc5c(c4)OCO5)c(=O)n32)cc1 (stereo not given) the results were PNC inhibitor 14, IMPase inh 9, ALOX12 inhib -6% and 15-hLO-2 inh 3%[2.29 µM].
Screening Cn1ccnc1Sc1nc2ccccc2nc1NS(=O)(=O)c1ccccc1 returned PNC inhibitor 1, IMPase inh -30, ALOX12 inhib -18% and 15-hLO-2 inh -21%.
For CC(=O)NN1C(=O)c2ccc(Oc3ccc([N+](=O)[O-])cc3)cc2C1=O the results were PNC inhibitor -12, IMPase inh 1, ALOX12 inhib -2% and 15-hLO-2 inh -5%.

4 entries already listed, ordered by heavy-atom count, high to low:
For CC(=O)NN1C(=O)c2ccc(Oc3ccc([N+](=O)[O-])cc3)cc2C1=O the results were PNC inhibitor -12, IMPase inh 1, ALOX12 inhib -2% and 15-hLO-2 inh -5%.
O=C1c2ccccc2C(=O)N1CCN1CCc2ccccc21 was read as PNC inhibitor 32, IMPase inh inconclusive, ALOX12 inhib -4% and 15-hLO-2 inh -24%.
Screening COC(=O)c1ccc(Sc2ccccn2)c([N+](=O)[O-])c1 returned PNC inhibitor inconclusive and ALOX12 inhib -1%.
`CCOC(C)=O` gave ALOX12 inhib 1% and 15-hLO-2 inh 12%.

Next records follow.
Screening COc1ccccc1N1CCN(Cc2ccc(Br)o2)CC1 returned PNC inhibitor 12, IMPase inh -2, ALOX12 inhib -26% and 15-hLO-2 inh 2%.
For O=C(O)C1CC=CCC1C(=O)Nc1ccc(N2CCN(Cc3ccccc3)CC2)cc1 (stereo not given) the results were PNC inhibitor -27 and ALOX12 inhib -4%.
`COc1ccc(-c2oc3ccccc3c(=O)c2O)cc1` gave IMPase inh -19, ALOX12 inhib -5% and 15-hLO-2 inh inconclusive.
COc1ccc(OC)c(NC(=O)COC(=O)c2ccc(-n3cnnn3)cc2)c1 was read as PNC inhibitor -16, IMPase inh 3, ALOX12 inhib -4% and 15-hLO-2 inh -15%.
For O=C(CSc1nnc(-c2ccccc2O)o1)Oc1ccc(Br)cc1 the results were PNC inhibitor -27, IMPase inh 0, ALOX12 inhib -8% and 15-hLO-2 inh 2%.
O=C(C1CC1)N1CCC(c2nc(-c3ccc(S(=O)(=O)N4CCCC4)cc3)no2)CC1 was read as PNC inhibitor 26, IMPase inh 4, ALOX12 inhib 2% and 15-hLO-2 inh 1%.
`CCCCC(CC)COCC1CO1` (stereo not given) gave ALOX12 inhib 1% and 15-hLO-2 inh -8%.
`CCC(CC)NC(=O)c1ccc2nc[nH]c2c1` gave PNC inhibitor -10, IMPase inh -13, ALOX12 inhib -5% and 15-hLO-2 inh 6%.
Screening c1ccc(CNc2ncnc3c2ncn3C2CCCCO2)cc1 (stereo not given) returned PNC inhibitor 26, IMPase inh 10, ALOX12 inhib 1% and 15-hLO-2 inh 10%.
`O=C1c2ccccc2C(=O)N1CN(C(=O)COc1ccccc1)c1ccccc1` gave PNC inhibitor 6, IMPase inh -1, ALOX12 inhib -17% and 15-hLO-2 inh -5%.

Entries listed so far that contain a nitro group on carbon:
Screening COC(=O)c1ccc(Sc2ccccn2)c([N+](=O)[O-])c1 returned PNC inhibitor inconclusive and ALOX12 inhib -1%.
For CC(=O)NN1C(=O)c2ccc(Oc3ccc([N+](=O)[O-])cc3)cc2C1=O the results were PNC inhibitor -12, IMPase inh 1, ALOX12 inhib -2% and 15-hLO-2 inh -5%.

Further structures follow:
Screening COc1ccc(OC)c(NC(=O)c2cn(C)c(=O)c3cc(OC)c(OC)cc23)c1 returned PNC inhibitor 33, IMPase inh -6, ALOX12 inhib -7% and 15-hLO-2 inh -2%.
`COc1ccc(-c2nc(Cc3ccc(Cl)cc3)no2)cc1OC` gave PNC inhibitor 26, IMPase inh 7, ALOX12 inhib 5% and 15-hLO-2 inh 19%.
`CCOC(=O)c1oc2ccccc2c1CSc1nnnn1-c1ccc(C)cc1` gave PNC inhibitor inconclusive, IMPase inh 8 and ALOX12 inhib -6%.
`O=[N+]([O-])c1ccc(O)c2ncccc12` gave PNC inhibitor -8 and ALOX12 inhib inconclusive.
`C=CCn1cc(C(=O)N2CCN(C)CC2)c(=O)c2cc(S(=O)(=O)N3CCCC3)ccc21` gave PNC inhibitor 21, IMPase inh 7, ALOX12 inhib 1% and 15-hLO-2 inh 10%.
COC(=O)c1ccc(N2OC3(C)C=CC2CC3)cc1 (stereo not given) was read as PNC inhibitor 22 and ALOX12 inhib -15%.
`C=CCOC(=O)CCP(=O)(CCC(=O)OCC=C)c1ccccc1` gave PNC inhibitor 31, IMPase inh -1, ALOX12 inhib 1% and 15-hLO-2 inh 0%.
`CCCCn1c2c(c3ccccc31)CCc1nonc1-2` gave PNC inhibitor 33, IMPase inh 0 and ALOX12 inhib 4%.
For O=C(Nc1cccc(C(=O)N2CCOCC2)c1)NC1CCCCC1 the results were PNC inhibitor 28, IMPase inh -7, ALOX12 inhib 3% and 15-hLO-2 inh -5%.
Screening CC(C)c1cc(C(=O)N/N=C/c2cccnc2)cs1 returned PNC inhibitor 51 and ALOX12 inhib -2%.
`CNC(=O)NCCN1CCCC1=O` gave PNC inhibitor 34, IMPase inh 10, ALOX12 inhib -1% and 15-hLO-2 inh 6%.
Screening C=C(C)CSc1nnc(-c2cc(OC)c(OC)c(OC)c2)n1N returned PNC inhibitor 13, IMPase inh -2, ALOX12 inhib -3% and 15-hLO-2 inh -3%.
`COc1cc(C)nc(OCCNC(=O)COc2ccc(Cl)cc2C)n1` gave PNC inhibitor -5, IMPase inh 11, ALOX12 inhib -2% and 15-hLO-2 inh 3%.
O=C(COc1ccccc1)Nc1ccc(S(=O)(=O)N2CCCCCC2)cc1 was read as PNC inhibitor 3, IMPase inh 2, ALOX12 inhib -6% and 15-hLO-2 inh -4%.
`O=C(CSc1ccc(Cl)cc1)N1CCN(c2ccc([N+](=O)[O-])cc2Cl)CC1` gave PNC inhibitor 12, IMPase inh -9, ALOX12 inhib -16% and 15-hLO-2 inh 0%.
`CC1(C(=O)N(c2ccccc2)C(C(=O)NC2CCCC2)c2ccccn2)CC(=O)N=C2C=CC=CN21` (stereo not given) gave PNC inhibitor 17, IMPase inh -4, ALOX12 inhib -2% and 15-hLO-2 inh 2%.
Cc1ccc(NC(=S)N/N=C/c2ccc([N+](=O)[O-])s2)cc1 was read as PNC inhibitor 35 and ALOX12 inhib inconclusive.
Cc1ccc(C(=O)/C=C/c2c(C)nn(-c3ccccc3)c2Cl)cc1 was read as PNC inhibitor -11, IMPase inh 4, ALOX12 inhib -14% and 15-hLO-2 inh 0%.
COc1ccc(C)cc1S(=O)(=O)N(C)CC(=O)NC1CCCC1 was read as PNC inhibitor -1 and ALOX12 inhib -4%.
For CCCc1ccc(OC(=O)c2cccs2)cc1 the results were PNC inhibitor inconclusive, IMPase inh 0, ALOX12 inhib 6% and 15-hLO-2 inh 6%.
CCN(CCO)Cc1csc2ccc(C(C)(C)C)cc12 was read as PNC inhibitor inconclusive and ALOX12 inhib 11%.
For COc1cc(N)ccc1C(=O)O the results were PNC inhibitor 24, IMPase inh 4, ALOX12 inhib -1% and 15-hLO-2 inh -1%.
Screening C=CCOc1ccc2nc(NC(=O)OC)[nH]c2c1 returned PNC inhibitor inconclusive, IMPase inh -2, ALOX12 inhib 1% and 15-hLO-2 inh 5%.
O=C(COC(=O)c1ccc(Br)o1)NCc1cccs1 was read as PNC inhibitor 7, IMPase inh 3, ALOX12 inhib 15% and 15-hLO-2 inh -6%.
For O=C(O)Cn1cc2c(n1)CCCCC2 the results were PNC inhibitor inconclusive, IMPase inh 3, ALOX12 inhib -6% and 15-hLO-2 inh -5%.
Screening O=C(c1ccccc1)N1N=C(c2ccccc2)CC1c1ccc2nccnc2c1 (stereo not given) returned PNC inhibitor -2, IMPase inh -3 and ALOX12 inhib -3%.
`CCOC(=O)CNC(=O)CSc1nnc(-c2cccc(C)c2)n1-c1ccc(OC)cc1` gave PNC inhibitor inconclusive, IMPase inh -13, ALOX12 inhib -7% and 15-hLO-2 inh -5%.
O=S(Cc1ccc(Br)cc1)Cc1nnc(SCc2c(Cl)cccc2Cl)n1-c1ccccc1 (stereo not given) was read as PNC inhibitor -30, IMPase inh 13, ALOX12 inhib -28% and 15-hLO-2 inh -3%.
For CCCCC(=O)NC(NC(=O)CCCC)c1ccc(OCC(C)C)c(OC)c1 the results were PNC inhibitor -29 and ALOX12 inhib -1%.
CN=C1SC(CC(=O)Nc2sc(C)c(C)c2C(=O)OC)C(=O)N1C (stereo not given) was read as PNC inhibitor inconclusive, IMPase inh -4, ALOX12 inhib -2% and 15-hLO-2 inh -3%.
Screening Cc1cc(C)cc(NC(=O)CN2CCCN(S(=O)(=O)c3ccc(Br)s3)CC2)c1 returned PNC inhibitor 12, IMPase inh 12, ALOX12 inhib -6% and 15-hLO-2 inh 9%.
For Cc1cc(C)n(-c2ccc(C(=O)Nc3cccc(S(=O)(=O)N(C)C)c3)cc2)n1 the results were PNC inhibitor 2, IMPase inh 18 and ALOX12 inhib 1%.
For COc1cc([C@H]2[C@@H]3CCCC[C@]3(O)CCN2CC(=O)Nc2ccc(C)cc2)ccc1O the results were PNC inhibitor -100*, IMPase inh 11, ALOX12 inhib -12% and 15-hLO-2 inh 4%.
CCOC(=O)N1CCN(C(=O)COc2cccc3c2CCN(Cc2cccc(C)c2)C3=O)CC1 was read as PNC inhibitor -10, IMPase inh 3 and ALOX12 inhib -7%.
Screening COc1cc(C(=O)NCc2cccc3ccccc23)cc(Cl)c1OC returned PNC inhibitor 41, IMPase inh -16, ALOX12 inhib -3% and 15-hLO-2 inh 10%.
`COc1ccc(S(=O)(=O)n2ccnc2)c2cccnc12` gave PNC inhibitor 28, IMPase inh 0, ALOX12 inhib -1% and 15-hLO-2 inh -6%.
C=CCn1c(C)cc(C(=O)COC(=O)[C@@H](NC(=O)c2ccccc2Cl)C(C)C)c1C was read as PNC inhibitor 41, IMPase inh -6 and ALOX12 inhib -5%.
`C[N+]1(C)C2CCC1CC(OC(=O)C(O)c1ccccc1)C2` (stereo not given) gave ALOX12 inhib 2% and 15-hLO-2 inh -2%.
`COc1cc(C(=O)N2CCCN(c3nc4cc(C)ccc4cc3C#N)CC2)cc(OC)c1OC` gave PNC inhibitor 29, IMPase inh -7, ALOX12 inhib -6% and 15-hLO-2 inh -3%.
